All columns: NCI-60 one-dose screen, growth in % after 48 h at 10 µM unless noted; 100 = growth as untreated, 0 = no growth, -100 = all killed.
BT-549 = BT-549 breast cancer; 78,000 compounds, 4.4% hits
LOX IMVI = LOX IMVI melanoma. 79,000 compounds, 7.4% hits
HS 578T = HS 578T breast cancer; 78,000 compounds, 4.1% hits
MDA-MB-468 = MDA-MB-468 breast cancer | 78,000 compounds, 8.5% hits
T-47D = T-47D breast cancer; 79,000 compounds, 5% hits
MCF7 = MCF7 breast cancer; 82,000 compounds, 6.3% hits
MDA-MB-231 = MDA-MB-231 breast cancer; 81,000 compounds, 5% hits
MALME-3M = MALME-3M melanoma. AID 1794766. 78,000 compounds, 5.8% hits
An asterisk follows results filed as active; / = not tested or not shown; & = joins results of further samples. The calls were made as follows: active = growth percent below 10; inactive = the rest.

1. S=c1nc[nH]c2c1ncn2-c1ccccc1
2. COc1cccc(/C=C2/C(=O)N(Cc3ccco3)SC2=S)c1OC
3. O=C(Nc1ccccc1Cl)c1cnc2ccc(C3CCNCC3)cn12
4. Cc1cc(=O)oc2cc(OC(=O)N3CCOCC3)ccc12
5. COc1ccc(-c2nc(-c3nc4cc(C)c(C)cc4[nH]3)cc3c2[nH]c2ccccc23)cc1
6. N#Cc1nc2c(S(=O)(=O)c3ccc(Cl)cc3)c(N)n(CCCN3CCOCC3)c2nc1C#N
7. NC(=O)C(O)Cc1nonc1-c1ccccc1 (stereo unspecified)
8. O=S(=O)(NCCNc1nccc(-c2c(-c3cccc(F)c3)nc3sccn23)n1)c1cccc2ccccc12
Compound | 1 | 2 | 3 | 4 | 5 | 6 | 7 | 8
MALME-3M | 112 | 99 | 96 | 102 | 73 | 69 | 101 | 118
MDA-MB-468 | 116 | 76 | 63 | 103 | -28* | / | 97 | 86
HS 578T | 106 | 109 | 9.5* | 100 | 57 | 92 | 104 | 103
T-47D | 96 | 81 | 52 | 106 | 52 | 44 | 104 | 82
LOX IMVI | 102 | 34 | / | 103 | -32* | 65 | 96 | 96
MDA-MB-231 | 92 | 100 | 61 | 92 | -50* | 70 | 103 | 95
BT-549 | 119 | 90 | 98 | 115 | 71 | 55 | 99 | 104
MCF7 | 106 | 47 | 84 | 93 | 39 | 52 | 94 | 75

9. COc1ccc(-c2cc(-c3cccnc3)nc3sc4c(=O)[nH]c(-c5ccc(Cl)cc5)nc4c23)cc1OC
10. COc1ccc(CNc2cc3cc(OC)c(OC)cc3c(C)n2)cc1CN1CCOCC1
11. O=C1O[C@H]2c3ccccc3-c3c4c(cc5c3[C@@H]2N1CC5)OCO4
12. COc1cc(/C=C/C(=O)c2cccnc2Nc2ccc(F)cc2)cc(OC)c1OC
13. CC(=O)c1c(C)[nH]c2c1c(-c1ccccn1)nc1ccccc12
14. CN(C)c1ccc(C(=C2C=CC(=[N+](C)C)C=C2)c2ccc(N(C)C)cc2)cc1
15. OC[C@H]1O[C@@H](O)[C@H](O)[C@@H](O)[C@@H]1O
16. COc1cccc(-c2nc3sccn3c2-c2ccnc(NCCNS(=O)(=O)c3ccc(Br)cc3)c2)c1
Compound | 9 | 10 | 11 | 12 | 13 | 14 | 15 | 16
MALME-3M | 115 | 111 | 96 | 94 | 98 | -81* | 114 | 109
MDA-MB-468 | 98 | 78 | 80 | 16 | 104 | -82* | 113 | 63
HS 578T | 92 | 95 | 89 | 25 | 96 | 1.6* | 122 | 85
T-47D | 67 | 62 | 83 | 61 | 86 | -19* | 91 | 29
LOX IMVI | 86 | 86 | 95 | 9.0* | 102 | -70* | 98 | 82
MDA-MB-231 | 77 | 82 | 80 | 38 | 94 | -56* | 124 | 100
BT-549 | 91 | 80 | 97 | 39 | 101 | -66* | 106 | 74
MCF7 | 74 | 88 | 96 | 8.8* | 83 | -72* | 103 | 68

17. COc1ccc(/C=C2\COc3ccc(O)c(O)c3C2=O)cc1
18. Cc1ccc(C2=Nn3c(nnc3-c3ccccc3)SC2)cc1
19. CNC(=O)c1cc(Oc2cccc3nc(NC(=O)Nc4ccc(F)cc4F)ccc23)ccn1
20. Cc1ccc2c(c1)C(C)Cc1c(Cl)nc(C)nc1N2C (stereo unspecified)
21. CSC(=N)N
22. O=C1Nc2ccccc2/C1=N/N=C/c1sc2ccccc2c1Br
23. Cc1cccc(F)c1C
24. CCc1ccc(C)[n+]([O-])c1
Compound | 17 | 18 | 19 | 20 | 21 | 22 | 23 | 24
MALME-3M | -26* | 59 | -21* | 94 | 83&96 | 90 | 93 | 152
MDA-MB-468 | -8.0* | 25 | 42 | 85 | 105 | 102 | 108 | 105
HS 578T | 20 | 20 | 5.4* | 82 | 108&121 | 103 | 112 | 104
T-47D | 6.9* | 29 | 21 | 68 | 101&113 | / | 95 | 101
LOX IMVI | -64* | 49 | 20 | 95 | 101&99 | 93 | 104 | 104
MDA-MB-231 | -11* | 51 | 60 | 94 | 96&100 | 83 | 100 | 113
BT-549 | -6.8* | 22 | 45 | / | 133&101 | 95 | 108 | 103
MCF7 | 19 | 16 | 38 | 94 | 96&102 | 73 | 103 | 95

25. O=C1CSC(c2cn(-c3ccccc3)nc2-c2cccc([N+](=O)[O-])c2)N1c1cccc(F)c1 (stereo unspecified)
26. Cc1ccccc1NC(=O)Oc1cccc(OC(=O)c2ccccc2)c1
27. CC(C)CCC[C@@H](C)[C@H]1CC[C@H]2[C@@H]3CC[C@H]4C[C@@H](N(C)C)CC[C@]4(C)[C@H]3CC[C@]12C
28. CCOc1nc(-c2ccccc2)cc2c(O)c(-c3nnc(-c4ccccc4)o3)[nH]c(=O)c12
29. C[Si]1(C)N[Si](C)(C)N[Si](C)(C)N1
30. COc1ccc(/C=c2\sc3n(c2=O)C2C(NN=3)N(C)C(=O)N2C)cc1 (stereo unspecified)
31. CCN(CC)S(=O)(=O)c1ccc(-c2nc(C(Cl)Cl)nc3cc(-c4ccccc4)nn23)cc1
32. C=C1C(=O)O[C@H]2[C@H]1CC/C(CNC(=O)c1cc3cc(OC)ccc3[nH]1)=C\CC[C@@]1(C)O[C@@H]21
Compound | 25 | 26 | 27 | 28 | 29 | 30 | 31 | 32
MALME-3M | 112 | 103 | 92 | 89 | 102 | 25 | 105 | -62*
MDA-MB-468 | 97 | 98 | 108 | 99 | 116 | -8.9* | 90 | -68*
HS 578T | 102 | 108 | 98 | 108 | 105 | 8.1* | 111 | -1.4*
T-47D | 97 | 105 | 97 | 90 | 120 | / | 105 | -46*
LOX IMVI | 104 | 105 | 103 | / | 97 | 44 | 69 | -94*
MDA-MB-231 | 107 | 110 | / | 92 | 114 | 43 | 80 | -56*
BT-549 | 101 | 91 | 107 | 97 | 101 | 75 | 107 | -68*
MCF7 | 87 | 96 | 98 | 92 | 100 | 23 | 82 | -30*

Looked up above.
Under LOX IMVI, COc1ccc(/C=c2\sc3n(c2=O)C2C(NN=3)N(C)C(=O)N2C)cc1 (stereo unspecified) reads 44
Under T-47D, CCN(CC)S(=O)(=O)c1ccc(-c2nc(C(Cl)Cl)nc3cc(-c4ccccc4)nn23)cc1 reads 105
Under T-47D, C[Si]1(C)N[Si](C)(C)N[Si](C)(C)N1 reads 120
Under HS 578T, CC(C)CCC[C@@H](C)[C@H]1CC[C@H]2[C@@H]3CC[C@H]4C[C@@H](N(C)C)CC[C@]4(C)[C@H]3CC[C@]12C reads 98
Under MALME-3M, Cc1ccccc1NC(=O)Oc1cccc(OC(=O)c2ccccc2)c1 reads 103
Under HS 578T, C=C1C(=O)O[C@H]2[C@H]1CC/C(CNC(=O)c1cc3cc(OC)ccc3[nH]1)=C\CC[C@@]1(C)O[C@@H]21 reads -1.4*

Next compounds:
33. Cc1ccc(Oc2nc(NS(=O)(=O)c3ccc(C)cc3)nc(-c3ccc(C)cc3)c2C#N)cc1
34. Nc1nc2c(nc(Br)n2[C@@H]2O[C@H](CO)[C@@H](O)[C@H]2O)c(=O)[nH]1
35. COc1nc2c(c(=O)[nH]1)C(c1cc3ccc(Cl)cc3[nH]c1=O)C1=C(CC(C)(C)CC1=O)N2 (stereo unspecified)
36. NS(=O)(=O)c1ccc(-n2c(O)c(C3=c4cc(Cl)ccc4=NC3=O)sc2=S)cc1
37. O=C(O)c1ccc(-c2cnc3nonc3n2)cc1
38. CN1CCN(C)c2cncc(Br)c2C1=O
39. CC12CC[C@@H]3[C@]4(C)COC(c5ccccc5Cl)O[C@@H]4CC[C@@]3(C)[C@@H]1CC(C1=CCOC1=O)O2 (stereo partly specified)
40. COc1ccc(-c2csc(NC(=O)CO[N+](=O)[O-])n2)cc1
Compound | 33 | 34 | 35 | 36 | 37 | 38 | 39 | 40
MALME-3M | 101 | 103 | 77 | 87 | 104 | 99 | 89 | 102
MDA-MB-468 | 101 | 107 | 101 | 88 | 95 | 106 | 55 | 113
HS 578T | 98 | 94 | 102 | 109 | 89 | / | 96 | 104
T-47D | 92 | 100 | 82 | 81 | 104 | 101 | 37 | 57
LOX IMVI | 100 | 102 | 87 | 93 | 103 | 102 | 71 | 88
MDA-MB-231 | 114 | 100 | 98 | 92 | 95 | 106 | 82 | 102
BT-549 | / | 114 | 113 | 103 | 100 | / | 43 | /
MCF7 | 90 | 96 | 92 | 89 | 99 | 105 | 58 | 93

41. C[N+]1(CCCCCCCCCC[N+]2(C)CCCCCC2)CCCCCC1
42. CC(=O)c1cc2c(cc1Cl)C(C)(C)CCC2(C)C
43. NC(=O)C1CC1
44. OC1CC2c3ccccc3C1c1ccccc12 (stereo unspecified)
45. CCOC(=O)c1c(C)nc2c(c1N)/C(=C/c1cccs1)C(=O)N2CCc1ccc(OC)c(OC)c1
46. Cc1cc(=O)oc2cc(OCC(=O)Nc3ccc(C(=O)/C=C/c4ccccc4)cc3)ccc12
47. O=S(=O)(Nc1ccc(S(=O)(=O)N2CCOCC2)cc1)c1ncsc1-c1ccccc1
48. Cc1ccc(S(=O)(=O)NC(=O)c2ccccc2)cc1
Compound | 41 | 42 | 43 | 44 | 45 | 46 | 47 | 48
MALME-3M | / | 97 | 97 | 110 | 127 | 101 | 105 | 103
MDA-MB-468 | 101 | 107 | 95 | 111 | 95 | 80 | 118 | 97
HS 578T | 89 | 101 | 103 | 104 | 101 | 95 | 96 | 99
T-47D | 98 | 88 | 102 | 111 | 58 | 84 | 94 | /
LOX IMVI | 96 | 101 | / | 97 | 91 | 79 | 100 | 92
MDA-MB-231 | 113 | / | 114 | 110 | 88 | 74 | 99 | 97
BT-549 | 111 | 101 | 110 | 108 | 100 | 92 | 114 | 101
MCF7 | 110 | 91 | 100 | 99 | 87 | 61 | 92 | 109

One compound at a time (already shown). Order of screens: MALME-3M | MDA-MB-468 | HS 578T | T-47D | LOX IMVI | MDA-MB-231 | BT-549 | MCF7
COc1ccc(/C=c2\sc3n(c2=O)C2C(NN=3)N(C)C(=O)N2C)cc1 (stereo unspecified) reads 25 | -8.9* | 8.1* | / | 44 | 43 | 75 | 23
O=S(=O)(NCCNc1nccc(-c2c(-c3cccc(F)c3)nc3sccn23)n1)c1cccc2ccccc12 reads 118 | 86 | 103 | 82 | 96 | 95 | 104 | 75
C[Si]1(C)N[Si](C)(C)N[Si](C)(C)N1 reads 102 | 116 | 105 | 120 | 97 | 114 | 101 | 100

(list continues)
49. O=C(N=Nc1c(O)[nH]c2ccc(Cl)cc12)c1ccc2nc(-c3ccccc3)[nH]c2c1
50. COc1ccc(C2=NN(c3ccc(S(C)(=O)=O)cc3)C(=O)CC2)cc1
51. O=c1c2cccc(Br)c2[nH]c(=S)n1-c1ccc(S(=O)(=O)Nc2ccc(Cl)nn2)cc1
52. O=C(Sc1nc2ccccc2[nH]1)c1ccc(-n2c(=O)[nH]c3ccccc3c2=O)cc1
53. Cc1ccc(Nc2c(C(N)=O)cnc3ccc(-c4csc(N)n4)cc23)cc1
54. C[C@@H]1CC2C3CCC4=CC(=O)C=C[C@]4(C)[C@@]3(F)[C@@H](O)C[C@]2(C)[C@@]1(O)C(=O)COP(=O)(O)O (stereo partly specified)
55. Cn1c(=O)c2c(nc(CCc3ccccc3)n2C)n(C)c1=O
56. FC(F)c1nc2nc(Cl)c(Cl)nc2[nH]1
Compound | 49 | 50 | 51 | 52 | 53 | 54 | 55 | 56
MALME-3M | 8.7* | 93 | 108 | 103 | / | 84 | 104 | 106
MDA-MB-468 | -31* | 106 | 102 | 105 | 84 | 112 | 113 | 96
HS 578T | 52 | 99 | 95 | 93 | 93 | 127 | 127 | 100
T-47D | 30 | 87 | 92 | 93 | 97 | 110 | 108 | 96
LOX IMVI | / | 96 | 88 | 97 | 96 | 96 | 101 | 93
MDA-MB-231 | -33* | 85 | 98 | 98 | 99 | 88 | 99 | 106
BT-549 | 109 | 90 | 111 | 81 | 96 | 79 | 110 | 108
MCF7 | 4.1* | 99 | 89 | 99 | 92 | 83 | 95 | 101

Only MALME-3M and LOX IMVI, for some of the entries so far:
| No. | mol | MALME-3M | LOX IMVI |
| --- | --- | --- | --- |
| 54 | C[C@@H]1CC2C3CCC4=CC(=O)C=C[C@]4(C)[C@@]3(F)[C@@H](O)C[C@]2(C)[C@@]1(O)C(=O)COP(=O)(O)O (stereo partly specified) | 84 | 96 |
| 55 | Cn1c(=O)c2c(nc(CCc3ccccc3)n2C)n(C)c1=O | 104 | 101 |

Next structures:
57. Fc1ccc2cc(Cc3nnc(Sc4cccnc4)n3CCCc3cnc[nH]3)[nH]c2c1
58. O=C(/C=C/c1ccccc1)c1ccc(Br)cc1
59. Cc1ccc(/C=C2\COc3ccc(O)c(O)c3C2=O)cc1
60. Nc1cccc2ccc(S(=O)(=O)O)cc12
61. COc1cc(C)cc(-c2nn(CC(N)=O)cc2-c2ccnc(Oc3ccc[n+]([O-])c3)n2)c1
62. NC(CCC(=O)O)C(=O)NNc1n[nH]c(=S)n1N (stereo unspecified)
63. Cc1nc2ccccc2c(/C=C/c2cccs2)c1C(=O)c1ccccc1
64. CC[n+]1cccc(O)c1
Compound | 57 | 58 | 59 | 60 | 61 | 62 | 63 | 64
MALME-3M | 92 | 99 | -27* | 85&99&112 | 103 | 96 | 113 | 119
MDA-MB-468 | 99 | 106 | -19* | 96&110 | 106 | 79 | 88 | 89
HS 578T | 82 | 116 | 21 | 99&107&111 | 89 | 97 | 96 | 21
T-47D | 93 | 90 | -7.2* | 102&102&95 | 113 | 102 | 74 | 108
LOX IMVI | 93 | 90 | -83* | 102&99&104 | 100 | 100 | 78 | 91
MDA-MB-231 | 86 | 102 | -25* | 114&98&139 | 98 | 105 | 89 | 105
BT-549 | 94 | 124 | -13* | 107&97&89 | 108 | 96 | 102 | 99
MCF7 | 86 | 61 | 15 | 95&94&97 | 91 | 99 | 95 | 95
